Source: PubChem (IUPUI and University of Michigan)
ST2 IL33 inh: blocks human ST2 binding to IL-33; AlphaLISA ST2-Fc/biotin-IL-33 interaction, 1 h; AID 1259354; inhibition, % for hits at 17 µM; actives 2.3% (n = 78,000); in the data active means inhibition above about 30%; inconclusive means mostly about 10% to 28%
Target sequence (Q01638 whole entry, looked up): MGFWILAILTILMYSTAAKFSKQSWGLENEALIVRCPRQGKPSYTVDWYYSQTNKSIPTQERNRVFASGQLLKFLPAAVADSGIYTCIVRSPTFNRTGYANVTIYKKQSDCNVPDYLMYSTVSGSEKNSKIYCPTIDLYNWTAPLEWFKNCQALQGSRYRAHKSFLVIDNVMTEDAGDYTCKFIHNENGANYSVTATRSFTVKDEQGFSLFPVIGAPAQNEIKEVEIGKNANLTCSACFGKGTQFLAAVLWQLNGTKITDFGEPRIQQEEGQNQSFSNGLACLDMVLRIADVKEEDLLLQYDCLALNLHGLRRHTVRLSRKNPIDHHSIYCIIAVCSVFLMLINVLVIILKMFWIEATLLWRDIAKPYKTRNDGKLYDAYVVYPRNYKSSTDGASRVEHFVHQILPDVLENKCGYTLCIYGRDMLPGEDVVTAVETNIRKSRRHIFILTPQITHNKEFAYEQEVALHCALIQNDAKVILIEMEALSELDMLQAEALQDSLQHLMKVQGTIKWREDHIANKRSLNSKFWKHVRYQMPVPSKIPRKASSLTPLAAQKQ
* marks the source's active call; other numbers are inactive results; i = inactive; ? = inconclusive; ! = not confirmed by another sample. This is a subset, so the mix of outcomes need not match the whole.

SMILES | ST2 IL33 inh
CCS(=O)(=O)N1CCCC(C(=O)NC2CCC(C)CC2)C1 (stereo unspecified) | i
CCOC(=O)CN(Cc1ccccc1F)S(=O)(=O)c1ccc(Br)cc1 | i
CC1CN(C2CC(=O)N(c3ccc(Br)cc3Br)C2=O)CC(C)O1 (stereo unspecified) | i
O=C(C[C@@H]1CCNC[C@@H]1Cc1cc(-c2ccc(F)cc2)on1)N1CCC(Cc2ccccc2)CC1 | ?
Fc1ccc(CN2CCN(c3ccccn3)CC2)cc1Br | 33.0%*
CCOc1ccc2c(=O)c(-c3ccccc3Cl)coc2c1 | i
O=C(Nc1ccccn1)C1CCCN(S(=O)(=O)c2cnc[nH]2)C1 (stereo unspecified) | ?
COc1ccc(CNCc2cn(-c3cccc(F)c3)nc2-c2ccc(C)o2)cc1 | ?
COc1ccc(OC)c(CNC(=O)[C@@H]2C[C@H](NC(=O)c3ccco3)CN2C)c1 | ?
O=C(CCC1CCCCC1)N(c1ccc(Br)cc1)C1C=CS(=O)(=O)C1 (stereo unspecified) | i
Cc1cccc(-c2nsc(SCC(=O)N3CCCC3)n2)c1 | ?
N#Cc1nc2c(C#N)c(N)n(CC3CCCO3)c2nc1C#N (stereo unspecified) | ?
O=C1Nc2ccccc2/C1=C\c1c(Cl)cccc1Cl | i
Nc1ncn([C@@H]2O[C@H](CO)[C@@H](O)[C@H]2O)c(=O)n1 | ?
C=CCc1ccccc1OCC(O)CN1CCN(c2ccccc2OC)CC1 (stereo unspecified) | ?

The listing continues.
SMILES | ST2 IL33 inh
CC1=CC[C@@H]2CN(C(=O)C3(S(=O)(=O)c4ccccc4)CC3)C[C@@H]2C1 | i
Cc1c(NC(=O)c2ccccc2)cccc1[N+](=O)[O-] | i
C=CCOc1c(Cl)cc(C2C(C(=O)OCC)=C(C)NC3=C2C(=O)c2ccccc23)cc1OC (stereo unspecified) | ?
COc1cc(C2Nc3ccccc3NC3=C2C(=O)CC(c2ccccc2)C3)ccc1OC(C)=O (stereo unspecified) | i
Cc1ccc(SCC(=O)N2CCN(c3ccc(F)cc3)CC2)cc1 | i
O=C(Nc1ccc(Cc2ccncc2)cc1)C1CCCN1S(=O)(=O)c1ccccc1 (stereo unspecified) | i
O=C1CCCC2=C1C(c1ccncc1)c1c(nc(SCc3ccccc3)[nH]c1=O)N2 (stereo unspecified) | i
COc1ccc(N2CN=c3s/c(=C\c4ccc(OC)c(OC)c4)c(=O)n3C2)cc1 | 35.0%*
COc1ccc(CN2CCN(Cc3ccc4c(c3)OCO4)CC2)c(C)c1C | ?
CCN1CCN(c2nc3c(c(=O)[nH]c(=O)n3C)n2CCSc2ncccn2)CC1 | i
O=C1CC2(CCN(Cc3ccc(OCc4ccccn4)cc3)CC2)CN1 | i
O=C(c1c[nH]c2ccc(F)cc2c1=O)N1CCOC(C(F)(F)F)C1 (stereo unspecified) | i
O=C(C1CC1)N1CCc2cc(S(=O)(=O)NCc3ccccn3)ccc21 | i
O=C(c1ccc[n+]([O-])c1)N1CCC2(CCCN(CC3CCCCC3)C2)C1 (stereo unspecified) | ?
COCCOC(=O)C1=C(C)N(C)C(=O)NC1c1ccccc1F (stereo unspecified) | i

(cont.)
SMILES | ST2 IL33 inh
COCCC(=O)Nc1ccccc1C(=O)NCc1cccc(C)c1 | i
Cc1cc(NS(=O)(=O)c2ccccc2)ccc1-c1cc2ccccc2oc1=O | i
Oc1ccc(C(O)Cn2cc(CCc3ccccc3)nn2)cc1 (stereo unspecified) | i
CCc1csc(CNC(=O)c2ccc(N(C)C)nc2)n1 | i
COc1ccccc1CN1CCCC(O)C1 (stereo unspecified) | i
CCCCN(C)C(=O)CCC(=O)Nc1ccc2nc(N3CCN(C)CC3)cc(C)c2c1 | i
COc1ccccc1CNC1CCC(C)C1 (stereo unspecified) | ?
CCCCNC(=O)CSc1nc2ccccc2c2nc3ccccc3n12 | ?
Cc1[nH]c2ccccc2c1SCCNC(=O)c1c(-c2ccccc2Cl)noc1C | ?
Cc1ccccc1SCC(=O)N1CCC2(CCNCC2)CC1 | i
O=C(CCCCCN1C(=O)c2ccccc2C1=O)Nc1cccc(C(F)(F)F)c1 | i
Cc1cccnc1N=Cc1nc(-c2ccc(Br)cc2)oc1O | ?
CN(Cc1ncccc1C(=O)O)Cc1n[nH]c2c1CCCC2 | i
COc1cc2c(C(=O)NCCN(C)C)cn(CC(C)C)c(=O)c2cc1OC | i
CCCc1nc(CNC(=O)C2CC(C)=NO2)cs1 (stereo unspecified) | ?

Other structures
SMILES | ST2 IL33 inh
c1ccc(CCNc2ncnc3nc[nH]c23)cc1 | i
O=C1c2ccccc2NC(c2ccc(F)cc2)N1c1ccc(F)cc1 (stereo unspecified) | i
CC(NCc1cc(F)ccc1C(F)(F)F)C(=O)NC1CCCC1 (stereo unspecified) | ?
CCOC(=O)COc1cc2c(C(=O)OCC)c(-c3ccccc3)oc2cc1Br | ?
CCn1ncc(Cl)c1C(=O)N1CCN(C)C2(CCN(C)CC2)C1 | i
CCOc1ccc(NC(=O)CC(=O)N2CCC3(CCCN(C)C3=O)C2)cc1 (stereo unspecified) | ?
COCCN(Cc1cnn(C)c1)C(=O)c1c(F)ccc(C)c1F | ?
COc1ccc(C2=NN3COc4ccc(Br)cc4C3C2)cc1 (stereo unspecified) | 36.0%*!
COc1cc(NC(=O)c2noc3c2CCc2ccccc2-3)cc(OC)c1OC | i
CC(=O)N1c2c(cc(Br)cc2S(=O)(=O)N(C)Cc2ccccc2)CC1C (stereo unspecified) | ?
Cc1ccccc1CN(CCO)Cc1ccco1 | ?
COc1ccc(/C=C2\N=C(c3ccccc3C)OC2=O)cc1 | i
Cc1nnc(CN(C)C(=O)CC(c2ccccc2)c2ccc(Cl)cc2)o1 (stereo unspecified) | i
CCOC(=O)c1c(NC(=O)c2cc([N+](=O)[O-])nn2Cc2ccccc2)sc(C)c1C | ?
CC(=O)c1ccc(NC(=O)c2ccc3snnc3c2)cc1 | i

Next section
SMILES | ST2 IL33 inh
Cc1cccc(-c2ncc(CN3CCCC(CO)(Cc4cccc(Cl)c4)C3)cn2)c1 (stereo unspecified) | ?
COc1cc(-c2nc3ccc(Br)cc3c(=O)o2)cc(OC)c1OC | i
Cc1cc(C)c(CNCc2ccc3c(c2)CC(C)O3)c(C)c1CO (stereo unspecified) | i
O=C(Cc1ccccc1)N1CCN=C1SCc1ccccc1Cl | i
COc1cc(NC(=O)N2C[C@@H]3C[C@H](C2)c2ccc(NC(=O)c4cccs4)c(=O)n2C3)cc(OC)c1 | i
COc1ccc(OCC(=O)Nc2ncc(Cc3cccc(C(F)(F)F)c3)s2)cc1 | i
O=C(Cc1ccccc1)Nc1ccc(S(=O)(=O)N2CCCC2)cc1 | i
COc1ccc(C2(C#N)CCC(O)(C#N)CC2)cc1OC (stereo unspecified) | i
CC(=O)OC1C(OC(=O)C(C)C)C2(CO)C(CC1(C)C)C1=CCC3C4(C)CCC(OC5OC(C)C(OC6OC(C(=O)O)C(O)C(OC7OC(CO)C(O)C(O)C7OC7OC(CO)C(O)C(O)C7O)C6O)C(O)C5O)C(C)(C)C4CCC3(C)C1(C)C(O)C2O (stereo unspecified) | i
CCOc1ccc(Br)cc1/C=C(\C#N)c1nc2ccccc2[nH]1 | i
COC(=O)c1ccc(-c2cc(Cl)cc3c2OC(CNC(=O)C2CCOC(C)(C)C2)C3)cc1 (stereo unspecified) | i
CN(CCc1ccccn1)C1CC(=O)N(c2ccccc2)C1=O (stereo unspecified) | i
COc1ccc(C(=O)N2CCC3(CCCN(Cc4cccnc4)C3=O)C2)o1 (stereo unspecified) | ?
CN1C(=O)C2(CCN(C(=O)c3cccc4c3ccn4C)CC2)c2ccccc21 | ?
COCCN1C(=O)CC(CC(=O)N2CCCC(c3cccc(C)c3)C2)(c2ccccc2OC)C1=O (stereo unspecified) | i

Other records follow.
SMILES | ST2 IL33 inh
COc1cccc(-n2cc(CN(C)Cc3ccsc3)cn2)c1 | ?
CCOC(=O)C(C)(C)Sc1nc2c(c(=O)n1-c1ccc(OCC)cc1)SCC2 | 43.0%*
CCc1ncc(C(=O)NC(C)Cc2ccncc2)cn1 (stereo unspecified) | i
O=C(NCc1ccccn1)C1CCN(C2CCN(C(=O)Cc3cccnc3)CC2)CC1 | i
Cc1nc2c(C(=O)NCCCN3CCOCC3)cnn2c(C)c1Cc1ccc(F)cc1 | i
O=C(/C=C/c1ccc2c(c1)OCO2)Nc1ccc(I)cc1 | ?
O=C(NCc1ccc2c(c1)OCO2)c1ccc2c(c1)N(Cc1cccc(Cl)c1)C(=O)CS2 | i
O=C1CN(C(=O)C2CCN(C3CCN(CCCc4ccccc4)CC3)CC2)CCN1 | ?
Cc1nc(N2CCC(NC3CCCc4ccccc43)CC2)nc2ccc(F)cc12 (stereo unspecified) | i
COc1ccc(-c2nc3nc[nH]n3c2Nc2ccc(C)cc2)cc1 | i
CN1CCCN(Cc2ccccc2)CC1 | i
COC(=O)c1ccc(Cc2nc3cc(C)c(C)cc3[nH]c2=O)cc1 | i
Cc1cnccc1NCCNC(=O)c1cn(Cc2ccc(F)cc2)nn1 | i
CCCCOc1ccc(C2(C(=O)O)CCCC2)cc1 | i
COc1cc2[nH]c(=O)n(CCCC(=O)N3CCN(c4ccccn4)CC3)c(=O)c2cc1OC | i

Continued; the last 7 above are carried over.
SMILES | ST2 IL33 inh
Cc1nc(N2CCC(NC3CCCc4ccccc43)CC2)nc2ccc(F)cc12 (stereo unspecified) | i
COc1ccc(-c2nc3nc[nH]n3c2Nc2ccc(C)cc2)cc1 | i
CN1CCCN(Cc2ccccc2)CC1 | i
COC(=O)c1ccc(Cc2nc3cc(C)c(C)cc3[nH]c2=O)cc1 | i
Cc1cnccc1NCCNC(=O)c1cn(Cc2ccc(F)cc2)nn1 | i
CCCCOc1ccc(C2(C(=O)O)CCCC2)cc1 | i
COc1cc2[nH]c(=O)n(CCCC(=O)N3CCN(c4ccccn4)CC3)c(=O)c2cc1OC | i
CCC(=O)Nc1ccc(OCC(=O)N2C[C@]3(C)C[C@H]2CC(C)(C)C3)cc1 | i
C=CCN1C(=O)c2ccccc2Sc2ccc(C(=O)N3CCCC3)cc21 | ?
COc1ccc(C(=O)NC[C@@H]2C=C(C)[C@H](CC(=O)NCc3cccnc3)C[C@H]2C(C)C)cc1 | i
O=C1CCc2cc(S(=O)(=O)N3CCN(C(=O)c4ccco4)CC3)ccc2N1 | i
Cc1cc(C)c2c(n1)sc1c(N3CCN(CCO)CC3)ncnc12 | i
Cc1ccc(NC(=O)CNC(=O)Cc2c(C)[nH]c3ccccc23)c(F)c1 | ?
CC(C)c1ccc(N(CC(=O)Nc2ccc(C(N)=O)cc2)S(C)(=O)=O)cc1 | i
CNc1ncnc2c1C(c1ccccc1)c1c(NC)ncnc1O2 | i
CC1=NOC(C)(CNC(=O)c2cc(CC(C)C)nn2C)C1 (stereo unspecified) | i
COCCC1CCCCN1C(=O)c1cccc2[nH]c(C)nc12 (stereo unspecified) | i
Nc1nnc(SCC(=O)Nc2ccccn2)s1 | i
O=C1CSC(c2ccc(Cl)cc2)N1c1ccc(Br)cc1 (stereo unspecified) | i
COCCn1c(C)cc(C(=O)NCc2nc3cccnc3n2Cc2ccc(C)cc2)c1C | ?
COc1ccccc1N1CCN(C2CCCN(C(=O)c3cc(C)c[nH]3)C2)CC1 (stereo unspecified) | ?
CC(C)(C)C(=O)N[C@H]1CO[C@H]2[C@@H]1OC[C@@H]2Nc1nccc(-c2cccc(F)c2)n1 | ?

Next section
SMILES | ST2 IL33 inh
CN(CCCNC(=O)c1cc(-c2cccnc2)nc2ccccc12)Cc1ccccc1 | i
CCNc1ncc(C(=O)NCc2ccc3nsnc3c2)cn1 | i
Nc1cc(N)nc(SCC(=O)Nc2ccc(Br)cn2)n1 | ?
C=CCOc1ccc(C=Nc2cccc(Cl)c2)c(O)c1 | ?
CCCc1oncc1C(=O)N1CCC2(CC1)C(=O)N(C)c1ccccc12 | i
Cc1nc2c(C(=O)NC3CCCC3)c[nH]n2c(=O)c1Cc1cccc(Cl)c1 | i
O=C(NCCc1nc2ccccc2[nH]1)c1cc([N+](=O)[O-])cc([N+](=O)[O-])c1 | i
Cc1ccc(S(=O)(=O)/C=C/C#N)cc1 | i
COc1cc(OC)cc(C(=O)Nc2c(C)cccc2C(C)C)c1 | i
COc1ccc(Br)cc1C(=O)Nc1cccc(Cl)c1 | i
CNC(=O)c1ccc(CNc2ncnc3sc(C)c(C)c23)o1 | i
Cc1ccc(N2C(=O)C3CC=CCC3C2=O)c(Br)c1 (stereo unspecified) | i
CC(C)(C)C(=O)Cn1c(=O)n(CCCC(=O)NCc2ccco2)c(=O)c2sccc21 | ?
COc1ccc(OC(C)C(=O)Nc2cc([N+](=O)[O-])ccc2C)cc1 (stereo unspecified) | i
COc1ccc(-n2ncc3c(N4CCN(Cc5ccccc5)CC4)ncnc32)cc1 | ?

A different layout for two compounds above.
O=C1CN(C(=O)C2CCN(C3CCN(CCCc4ccccc4)CC3)CC2)CCN1
- ST2 IL33 inh: ?
Cc1cccc(-c2nsc(SCC(=O)N3CCCC3)n2)c1
- ST2 IL33 inh: ?

Other records:
SMILES | ST2 IL33 inh
CCSc1nc2c(c(=O)n1-c1ccccc1)SCC2 | ?
Cc1ccnc(NC(=O)Nc2ccc(Cl)cc2)c1 | ?
CCCCN(CC)C(=O)CSc1cc(=O)n(C)c2cc(Cl)ccc12 | i
O=C(c1ccco1)N1CCN(S(=O)(=O)NCc2ccccc2)CC1 | i
CCCC(=O)Nc1cccc(C(=O)N(C)CC(C)N2CCOCC2)c1 (stereo unspecified) | ?
COc1ccc(CN2CCCC(N3CCc4ccccc4C3)C2)c(OC)c1 (stereo unspecified) | ?
Cc1ccccc1S(=O)(=O)Cc1ccc(C(=O)NC2CCCC2)o1 | i
CC(C)(C)NC(=O)C12CC3CC(CC(C3)C1)C2 | i
